S1P3 antagonist = S1P3 receptor antagonists, primary screen, cell-based; 170,000 tested, 0.27% active; Sphingosine 1-phosphate receptor 3 (Homo sapiens), Q99500; CHO S1P3 NFAT-BLA reporter, FRET fluorescence, antagonist mode; AID 485, 2006; inhibition, % at 4.98 µM;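 active = inhibition above the plate cutoff, the mean inhibition of test wells on that plate plus 3 SD, cut at about 28% in these data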;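 also: cells challenged with S1P at its EC80 of 0.8 µM; blue over green emission ratio from cleaved BLA substrate after 4 h stimulation; 0% = S1P-stimulated wells and 100% = unstimulated DMSO-only wells; some compounds past the cut are filed as inactive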
Target sequence (Q99500 whole entry, looked up): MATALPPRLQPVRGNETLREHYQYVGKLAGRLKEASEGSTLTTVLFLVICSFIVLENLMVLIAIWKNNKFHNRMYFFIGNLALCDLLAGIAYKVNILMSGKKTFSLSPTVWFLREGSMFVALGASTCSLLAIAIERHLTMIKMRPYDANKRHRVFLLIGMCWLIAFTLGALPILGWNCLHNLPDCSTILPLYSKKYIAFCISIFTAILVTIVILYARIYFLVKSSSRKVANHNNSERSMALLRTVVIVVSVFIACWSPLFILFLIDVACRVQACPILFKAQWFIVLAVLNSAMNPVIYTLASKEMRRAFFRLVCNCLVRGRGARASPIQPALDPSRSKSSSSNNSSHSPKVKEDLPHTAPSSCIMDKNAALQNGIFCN
PMI act hi M6P = human PMI activators, high substrate, primary screen, biochemical, fluorescence intensity, near-saturating mannose 6-phosphate. Mannose-6-phosphate isomerase (Homo sapiens), P34949. coupled PMI enzyme assay, resazurin fluorescence, 20 min; hits give high values; 1 = untreated enzyme, 0 = substrate-free blank. activation factor at 20 µM. 190,000 tested, 0.34% active;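 active = activation factor of 2 or more at 20 µM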
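Material: human phosphomannose isomerase with PGI, G6PDH, diaphorase coupling enzymes; amount: PMI at 15 ng/mL final; also added: Mannose-6-phosphate 1.0 mM (near-saturating) plus 0.22 mM NADP+; incubation: enzyme reaction with compound 20 min at room temperature; signal: resorufin fluorescence (Ex 544/Em 590 nm) from resazurin via diaphorase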
Diaph inh CS = diaphorase inhibitors and chemical oxidizers, primary screen, counter-screen for diaphorase-coupled primary assays, biochemical, uHTS, resorufin fluorescence. diaphorase resazurin-to-resorufin fluorescence, NADH, 16 min; bacterial (C. kluyveri) enzyme, not human. inhibition, % at 20 µM. 190,000 tested, 0.69% active. AID 1217, 2008;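 active = primary screen inhibition at 20 µM above a set limit, cut at about 50% in these data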;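 also: plate controls were DMSO with full reaction for no effect and wells lacking NADH for full effect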
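controls = No-NADH positive control and DMSO neutral control | system = Clostridium kluyveri diaphorase enzyme | timing = reaction incubation of 16 min at room temperature | signal = resorufin fluorescence 544/590 nm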
G6PDH counter = L. mesenteroides G6PDH inhibitors, counter-screen for G6PDH-coupled screening assays, biochemical, Leuconostoc mesenteroides enzyme | glucose-6-phosphate dehydrogenase [Leuconostoc mesenteroides] | Purified L. mesenteroides G6PDH, diaphorase/resazurin coupled fluorescence, 45 min | inhibition, % at 5 µM | 200,000 tested, 0.12% active | AID 1020, 2008; in the data active = inhibition above about 50%
PPARg SRC2 recr = agonists of PPARg-SRC-2 recruitment, primary screen, biochemical, HTS. Peroxisome proliferator-activated receptor gamma (Homo sapiens), P37231. PPARgamma LBD-SRC-2 recruitment. activation, % at 8 µM. 200,000 tested, 0.34% active; in the data active = activation above about 22%;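 also: 0% = vehicle and 100% = reference agonist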
Target sequence (P37231 whole entry, looked up, the tested form may be a part): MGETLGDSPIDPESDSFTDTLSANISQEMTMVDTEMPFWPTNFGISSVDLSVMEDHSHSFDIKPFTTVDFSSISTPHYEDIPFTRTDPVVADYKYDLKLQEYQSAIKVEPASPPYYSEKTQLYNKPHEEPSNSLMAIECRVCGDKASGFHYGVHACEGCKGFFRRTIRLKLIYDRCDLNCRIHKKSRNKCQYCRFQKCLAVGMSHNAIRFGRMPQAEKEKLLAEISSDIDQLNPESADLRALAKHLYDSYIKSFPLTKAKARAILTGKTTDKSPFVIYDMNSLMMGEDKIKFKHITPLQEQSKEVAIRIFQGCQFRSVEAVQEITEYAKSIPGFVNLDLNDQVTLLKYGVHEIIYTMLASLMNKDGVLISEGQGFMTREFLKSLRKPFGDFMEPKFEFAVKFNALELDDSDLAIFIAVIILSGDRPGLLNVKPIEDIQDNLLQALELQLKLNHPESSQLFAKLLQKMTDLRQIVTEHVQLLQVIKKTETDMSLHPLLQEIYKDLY
ROMK mod = ROMK potassium channel modulators, primary screen, cell-based, thallium flux, MLSMR library; ATP-sensitive inward rectifier potassium channel 1 (Homo sapiens), P48048; Tet-inducible ROMK, thallium flux fluorescence; actives lie on both sides; B-score at 10 µM; 130,000 tested, 2% active;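 active = signal ratio slope over the read window, or its plate-corrected B-score, at least 3 SD from the plate mean, either direction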;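 also: B-score of the F/F0 ratio slope over 7 to 12 s after thallium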
PMI activator = activators of human PMI, primary screen, biochemical, fluorescence intensity, near-Km mannose 6-phosphate; Mannose-6-phosphate isomerase (Homo sapiens), P34949; purified human PMI, coupled resazurin fluorescence, 20 min; hits give high values; 1 = vehicle control, 0 substrate-free wells; activation factor at 20 µM; 190,000 tested, 0.005% active; AID 1214, 2008;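 active = activation factor of 2 or more at 20 µM, relative to plate controls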
Diaphorase act = compounds boosting diaphorase resazurin reduction – biochemical, uHTS, resorufin fluorescence, counter-screen for diaphorase-coupled primary assays, primary screen; 190,000 tested, 0.005% active; activation factor at 20 µM; Diaphorase/resazurin coupled assay, 16 min; hits give high values; 1 = vehicle wells, 0 = NADH-free wells;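 active = diaphorase activity raised at least twofold by the compound at 20 µM; inactive = activation factor below 2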
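Assay system: bacterial diaphorase enzyme (C. kluyveri) / Input: enzyme 0.07 U/mL final / Medium: 50 mM HEPES pH 7.4 with 4.542 mM MgCl2, 0.005% Tween 20 / Doses: single compound dose of 20 µM, 1% DMSO final / Incubation: 16 min enzyme reaction, ambient temperature / Signal: fluorescence, excitation 544 nm and emission 590 nm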
TR-FRET SRC-2 ct = TR-FRET signal artefacts, primary screen, artefact control for PPARgamma SRC-2 agonist project, biochemical; TR-FRET artefact counter-screen; hits give high values; TR-FRET ratio at 8 µM; 200,000 tested, 0.4% active; in the data active = TR-FRET ratio above about 2000; also: inactives centre near 1500
PPARg SRC-1 ag = PPARgamma agonists recruiting SRC-1 coactivator, primary screen, biochemical; activation, % at 8 µM; PPARgamma-SRC-1 coactivator recruitment biochemical assay; 200,000 tested, 0.41% active; in the data active = activation above about 19%;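 also: 0% = DMSO and 100% = reference agonist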
PPARg SRC3 recr = PPARgamma agonists recruiting SRC-3 coactivator, primary screen, biochemical; Peroxisome proliferator-activated receptor gamma (Homo sapiens), P37231; biochemical PPARgamma/SRC-3 coactivator recruitment assay; activation, % at 8 µM; 200,000 tested, 0.26% active; AID 731, 2007; in the data active = activation above about 23%;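 also: 0% = DMSO and 100% = reference agonist; some compounds past the cut are filed as inactive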
* hit, by the source's call; . = no result given.

SMILES	S1P3 antagonist	PMI act hi M6P	Diaph inh CS	G6PDH counter	PPARg SRC2 recr	ROMK mod	PMI activator	Diaphorase act	TR-FRET SRC-2 ct	PPARg SRC-1 ag	PPARg SRC3 recr
Cc1ccc(S(=O)(=O)N(C)c2ccc(C(=O)N3CCc4ccccc4C3)cc2)cc1	-20	0.9	26	9	0	-0.33	0.9	0.7	1568	3	3
CC1CCN(CC(O)COC2CCC(C(C)(C)C)CC2)CC1 (stereo not given)	13	0.9	12	-5	0	.	0.9	0.9	1585	1	-9
O=C(NCC1CCCO1)c1ccc(NC(=O)C2CCCCC2C(=O)O)cc1 (stereo not given)	11	1	5	19	3	.	1	0.9	1446	-6	4
CCN(CC)C(=O)Sc1cccc2cccnc12	-4	1	4	2	8	.	0.9	1	1641	9	13
O=C(Cc1ccccc1)N/N=C/c1cccc([N+](=O)[O-])c1	18	1	3	4	9	0.24	1	1	1677	6	1
COc1ccc(C(=O)CCc2nc3ccccc3s2)cc1	0	0.9	15	8	1	0.46	0.8	0.9	1525	-1	2
COc1cc(CNC(C)(C)C)ccc1OCC(=O)NC(C)(C)C	6	0.9	16	8	-1	0.48	1	0.8	1507	-4	5
FC(F)(F)c1cnc(Oc2ccccc2-c2nnc(-c3ccc(Cl)cc3)o2)c(Cl)c1	.	0.9	26	-1	0	0.83	0.8	0.7	1472	-4	-8
Cc1ccc(NC2=NC3(CCCC3)N=C(N)N2)c(C)c1	7	1.1	10	7	7	0.029	1.1	0.9	1733	10	0
COc1ccc(CCNc2nc(-c3sc(N)nc3C)cs2)cc1OC	6	1	21	9	-1	-0.11	1	0.8	1371	-3	-13
CC(C)Oc1ccccc1/C=N/Nc1ccccc1[N+](=O)[O-]	3	0.9	19	7	4	-1.2	0.8	0.8	1593	13	-1
CC(=O)c1cnc(SCCN2C(=O)c3ccccc3C2=O)nc1C	.	1	-3	4	0	.	1	1	1697	8	5
COC(=O)c1ccccc1Sc1ncnc2onc(C)c12	-36	1	5	1	-2	-2.2	1	1	1524	2	6
O=C(CN(CCc1ccccc1)C(=O)CNS(=O)(=O)c1ccc(F)cc1)NCc1ccco1	-3	1	2	4	-5	.	1	1	1487	-2	2
COc1cccc(/C=N/NC(=O)CSCC(=O)Nc2ccccc2)c1O	.	1.2	7	-6	4	.	1.1	0.9	1376	1	4
COC(=O)CC1C(=O)NCCN1C(=S)Nc1cccc(C)c1 (stereo not given)	1	1.1	7	1	-1	0.46	1.1	0.9	1686	11	6
O=C(CSc1nc(C2CC2)nc2ccccc12)N1c2ccccc2Sc2ccc(C(F)(F)F)cc21	.	0.9	10	-5	-1	.	0.9	0.9	1994*	-1	3
N#CCCN1CCN(C(=S)c2ccc(-c3cc(Cl)ccc3Cl)o2)CC1	29	1.1	17	9	-5	-0.63	1.1	0.8	1433	4	7
COc1ccc(CCNC(=O)COc2cc(=O)n(C)c3ccccc23)cc1OC	-6	1	19	4	4	.	1	0.8	1624	5	8
Cc1cccc(C)c1NC(=O)NC1(C(=O)N2CCOCC2)CCCCC1	3	1	5	10	0	.	1.1	0.9	1476	-1	-1
CCn1c(C(=O)N2CCCC(C(=O)NCCc3ccc(C)cc3)C2)cc2sccc21 (stereo not given)	-8	1	15	-4	2	0.098	0.9	0.8	1804	-2	3
COCCCN(C(=S)Nc1cc(Cl)cc(Cl)c1)C(C)c1ccncc1 (stereo not given)	8	0.9	13	-6	2	.	0.8	0.9	1552	-11	2
COCC(=O)NC1CCN(S(=O)(=O)c2ccc(C(=O)O)cc2)CC1	.	0.9	17	11	-9	-0.48	1	0.8	1481	0	-18
COc1ccc(C(C)N2CC34C=CC(O3)C(C(=O)O)C4C2=O)cc1 (stereo not given)	-11	0.9	15	-11	-1	.	0.9	0.9	1501	-2	2
COC(=O)c1ccc(COc2ccccc2/C=C(\C#N)C(=O)NC(C)C)cc1	-3	1	16	-15	-7	.	0.9	0.8	1457	-7	5

The closing 2 entries of the section above come first, to join the parts:
SMILES	S1P3 antagonist	PMI act hi M6P	Diaph inh CS	G6PDH counter	PPARg SRC2 recr	ROMK mod	PMI activator	Diaphorase act	TR-FRET SRC-2 ct	PPARg SRC-1 ag	PPARg SRC3 recr
COc1ccc(C(C)N2CC34C=CC(O3)C(C(=O)O)C4C2=O)cc1 (stereo not given)	-11	0.9	15	-11	-1	.	0.9	0.9	1501	-2	2
COC(=O)c1ccc(COc2ccccc2/C=C(\C#N)C(=O)NC(C)C)cc1	-3	1	16	-15	-7	.	0.9	0.8	1457	-7	5
O=C(NC1=NCCS1)c1cccc(N2C(=O)c3ccccc3C2=O)c1	-14	1	1	-1	1	-0.69	1.1	1	1607	8	7
Cc1cc(C)c(C#N)c(SCC(=O)Nc2ccc3c(c2)OCO3)n1	.	0.8	20	-18	3	.	0.9	0.8	1360	5	-6
NS(=O)(=O)c1cc(C(=O)OCC(=O)c2ccccc2)c(Cl)cc1Cl	-12	0.9	29	12	-1	0.019	0.9	0.7	1631	6	-5
CCCn1c(=O)c2c(c3ccccc31)OCC(=O)N2	9	0.9	9	-13	2	0.12	0.9	0.9	1578	5	1
CC(C)c1cccc(C(C)C)c1NC(=O)CCl	21	0.9	10	1	1	0.04	1.1	0.9	1852	2	0
O=C(CCc1nc2ccccc2c(=O)[nH]1)OCC(=O)c1ccc(C2CCCCC2)cc1	-6	0.9	13	-1	-9	0.2	0.9	0.9	1484	-4	-1
N#Cc1c(NC(NC(=O)c2ccco2)C(=O)c2ccccc2)sc2c1CCCC2 (stereo not given)	-34	0.9	32	-42	-4	.	0.8	0.7	1450	10	-5
CCc1ccccc1NC(=O)Cn1nnc(-c2cccs2)n1	7	1	9	-2	16	0.56	1	0.9	1786	5	2
O=C(O)C1CCCCC1C(=O)NCc1ccncc1 (stereo not given)	-2	1	-9	8	2	-0.48	1.1	1.1	1480	0	-2
COc1ccc(N2CCN(C(=O)CCNS(=O)(=O)c3ccc4c(c3)CCC(=O)N4)CC2)cc1	2	0.7	17	11	4	-0.74	0.9	0.8	1524	4	-1
C=CCn1c(SCC(=O)Nc2ccc(C)cc2C)nnc1-c1cccnc1	.	0.9	14	2	1	-0.00088	0.9	0.9	1582	0	5
Cn1nc(C(F)(F)F)c(/C=N/OC(=O)c2ccccc2)c1Sc1ccc(Cl)cc1	.	0.9	14	0	3	1.5	0.9	0.9	1532	2	2
CCOC(=O)C1=C(C)n2c(s/c(=C3\C(=O)Nc4ccccc43)c2=O)=NC1c1ccc(OC)cc1 (stereo not given)	-31	0.9	24	-5	5	.	0.8	0.8	1641	-4	2
Cc1ccccc1-n1c(O)cc(=O)[nH]c1=S	-12	1.1	24	6	-6	1.8	1.2	0.8	1491	-1	4
CCOC(=O)CN1C(=N)N(c2nc(NC(C)C)nc(NC(C)C)n2)CC1=O	.	1	13	5	9	.	1	0.9	1532	7	6
O=C(N/N=C/c1cc2c(cc1Br)OCO2)C1COc2ccccc2O1 (stereo not given)	-23	0.9	25	-2	-3	-0.28	0.9	0.7	1388	-6	-1
COCCSc1ccccc1C(=O)NCCc1ccccc1	-5	1.1	-3	-6	-1	-0.095	1	1	1450	-2	2
CC(C)COC(=O)N1CC(O)CC1C(=O)O (stereo not given)	-10	0.9	24	7	-2	.	0.9	0.8	1339	-3	-4
N=c1c(S(=O)(=O)c2ccccc2)cc2c(=O)n3ccccc3nc2n1CCN1CCOCC1	.	.	.	.	5	-0.0071	.	.	1447	-4	6
CCCN1CC=C2C(C#N)=C(N)C(C#N)(C#N)C(c3cccc(OC)c3OC)C2C1 (stereo not given)	-2	0.8	21	2	5	.	0.8	0.8	1588	6	1
O=C(CSC(=S)N1CCOCC1)Nc1nc(-c2ccccc2)c(-c2ccccc2)o1	.	1	2	3	4	0.56	1	1	1743	7	-2
O=C(Nc1ccc2c(c1)OCO2)[C@@H]1[C@@H]2C(=O)N(C3CCCCC3)C(=O)[C@@H]2C2c3ccccc3C=CN21 (stereo not given in full)	-6	0.8	10	14	-1	-0.98	0.9	0.9	1584	2	1
O=C(CCn1c(=O)sc2ccccc21)NC1=NCCS1	.	1	2	3	-5	0.032	1	1	1400	-6	-13
O=S(=O)(NCc1cccnc1)c1ccc(Cl)c(Cl)c1	.	1	7	0	-2	.	1	0.9	1539	3	16

3 entries out of the list, arranged by heavy-atom count, descending:
SMILES	S1P3 antagonist	PMI act hi M6P	Diaph inh CS	G6PDH counter	PPARg SRC2 recr	ROMK mod	PMI activator	Diaphorase act	TR-FRET SRC-2 ct	PPARg SRC-1 ag	PPARg SRC3 recr
O=C(Nc1ccc2c(c1)OCO2)[C@@H]1[C@@H]2C(=O)N(C3CCCCC3)C(=O)[C@@H]2C2c3ccccc3C=CN21 (stereo not given in full)	-6	0.8	10	14	-1	-0.98	0.9	0.9	1584	2	1
COc1ccc(N2CCN(C(=O)CCNS(=O)(=O)c3ccc4c(c3)CCC(=O)N4)CC2)cc1	2	0.7	17	11	4	-0.74	0.9	0.8	1524	4	-1
NS(=O)(=O)c1cc(C(=O)OCC(=O)c2ccccc2)c(Cl)cc1Cl	-12	0.9	29	12	-1	0.019	0.9	0.7	1631	6	-5

Compound activity from PubChem.
